Screens (PubChem)
POLI inh: qHTS for Inhibitors of Polymerase Iota. Pol iota fluorescent replication assay, 10 min. Potency, µM (doses to about 115 µM), without a hit: top-dose activity, negative = inhibition, hits mostly inhibitors. 390,000 tested, 1% active
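Pol iota at 10 nM preincubated 15 min with compounds at room temperature; reaction started with fluorescent substrate, 50 nM final. Fluorescence read kinetically at 0 and 10 min; buffer-only wells as negative control.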
Apoferritin bind: qHTS Assay for Identification of Novel General Anesthetics. Ferritin light chain (Equus caballus), P02791. apoferritin/1-aminoanthracene competitive binding, fluorescence. Potency, µM (top dose mostly 77.5 µM), for inactives: at the highest dose activity change, negative = displacement, usual class: inhibitors. 350,000 tested, 0.074% active. AID 485281, 2010; further: on the % scale 0 is the no-effect control and ±100 the full control effect; nearly all actives have a fitted effect of over 20% in size
Target sequence (P02791 2-175 limits assumed): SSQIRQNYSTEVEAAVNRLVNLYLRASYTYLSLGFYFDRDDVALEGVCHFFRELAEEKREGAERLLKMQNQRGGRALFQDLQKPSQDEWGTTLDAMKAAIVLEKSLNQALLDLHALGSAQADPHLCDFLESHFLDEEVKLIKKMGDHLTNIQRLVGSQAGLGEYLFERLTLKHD
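Concentration-response curves derived by four-parameter Hill fitting of normalized fluorescence, where compounds displaced 1-AMA from 10 uM horse apoferritin following a brief 10 min room-temperature incubation; propofol titration acted as positive control.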
Pol beta inh: qHTS Assay for Inhibitors of DNA Polymerase Beta | Potency, µM (doses to about 114 µM), for inactives: at the highest dose activity change, negative = inhibition, most hits filed as inhibitors | 340,000 tested, 1.3% active | Pol beta primer extension/strand displacement, fluorescence kinetic; further: on the % scale 0 is the no-effect control and ±100 the full control effect
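Curves were derived by four-parameter Hill fits of normalized qHTS data. The kinetic fluorescent primer-extension read was taken at 0 and 10 min after 50 nM substrate, following a 15 min room-temperature preincubation of 10 nM enzyme with compounds.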
BLM inh: qHTS Assay for Inhibitors of Bloom's syndrome helicase (BLM). Potency, µM (doses to about 56.1 µM), without a hit: top-dose activity change, negative = inhibition, most hits filed as inhibitors. 350,000 tested, 0.2% active. recombinant BLM DNA unwinding, fluorescence dequenching. RecQ-like DNA helicase BLM (Homo sapiens), P54132;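 further: plate controls were vehicle for no effect and no enzyme for full effect; nearly all actives have a fitted effect of over 35% in size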
Pol eta inh: qHTS for Inhibitors of Polymerase Eta | recombinant Pol eta, fluorescent DNA replication assay | Potency, µM (top dose mostly 114 µM), inactives show top-dose activity change, negative = inhibition, hits mostly inhibitors | 390,000 tested, 1.2% active | AID 588591, 2011; further: on the % scale 0 is the no-effect control and ±100 the full control effect
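Pol eta at 10 nM preincubated with compounds 15 min at room temperature; reaction started with fluorescent substrate (50 nM final) and read kinetically at 0 and 10 min.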
Pol kappa inh: qHTS for Inhibitors of Polymerase Kappa. DNA polymerase kappa (Homo sapiens), Q9UBT6. purified Pol kappa, fluorescent DNA synthesis assay, 10 min. Potency, µM (top dose mostly 107 µM), for inactives: at the highest dose activity, negative = inhibition, actives largely listed as inhibitors. 400,000 tested, 0.53% active; further: on the % scale 0 is the no-effect control and ±100 the full control effect
Target sequence (Q9UBT6 whole entry, looked up): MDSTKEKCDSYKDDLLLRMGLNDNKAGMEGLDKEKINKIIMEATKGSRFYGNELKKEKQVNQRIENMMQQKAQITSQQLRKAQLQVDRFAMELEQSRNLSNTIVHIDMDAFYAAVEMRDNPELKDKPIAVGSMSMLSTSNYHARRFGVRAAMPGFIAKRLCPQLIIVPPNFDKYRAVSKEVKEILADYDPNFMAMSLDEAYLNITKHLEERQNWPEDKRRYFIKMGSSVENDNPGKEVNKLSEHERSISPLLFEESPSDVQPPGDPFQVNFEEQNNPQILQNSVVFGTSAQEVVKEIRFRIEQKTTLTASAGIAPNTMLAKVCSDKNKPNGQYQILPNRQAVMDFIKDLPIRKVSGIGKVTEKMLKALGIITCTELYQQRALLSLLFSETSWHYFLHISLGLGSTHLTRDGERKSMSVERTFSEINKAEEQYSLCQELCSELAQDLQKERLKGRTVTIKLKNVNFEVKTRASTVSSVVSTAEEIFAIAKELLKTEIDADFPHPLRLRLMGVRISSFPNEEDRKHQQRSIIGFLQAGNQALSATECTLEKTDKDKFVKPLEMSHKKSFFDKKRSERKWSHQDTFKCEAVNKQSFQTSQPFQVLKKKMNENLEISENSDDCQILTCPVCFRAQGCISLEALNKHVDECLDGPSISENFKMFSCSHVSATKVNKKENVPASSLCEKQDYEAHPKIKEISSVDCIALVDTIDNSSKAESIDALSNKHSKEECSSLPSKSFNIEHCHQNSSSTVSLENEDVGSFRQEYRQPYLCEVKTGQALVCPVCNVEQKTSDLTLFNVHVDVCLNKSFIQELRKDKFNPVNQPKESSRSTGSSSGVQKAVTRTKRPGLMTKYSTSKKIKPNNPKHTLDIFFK
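First, compounds were pin-transferred onto 10 nM Pol kappa. After 15 min at room temperature, substrate was added to 50 nM final. Fluorescence was then measured kinetically at 0 and 10 min.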
G9a inh: qHTS Assay for Inhibitors of Histone Lysine Methyltransferase G9a. Histone-lysine N-methyltransferase EHMT2 (Homo sapiens), Q96KQ7. G9a H3K9 monomethylation, AlphaScreen, 2 h. Potency, µM (top dose mostly 102 µM), for the others: at the highest dose activity, negative = inhibition, actives largely listed as inhibitors. 350,000 tested, 8.8% active. AID 504332, 2011; further: on the % scale 0 is the no-effect control and ±100 the full control effect; nearly all actives have a fitted effect of over 75% in size
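AlphaScreen detection with an anti-monomethyl H3K9 antibody quantified product after a 2 h room-temperature reaction containing 500 nM biotinylated H3K9 peptide, 20 µM SAM and 20 nM enzyme, which had been preincubated 15 min with compound.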
APE1 inh: qHTS Assay for Inhibitors of the Human Apurinic/apyrimidinic Endonuclease 1 (APE1). recombinant APE1, TAMRA/BHQ-2 abasic DNA cleavage fluorescence. Potency, µM (series often up to 65.8 µM), for inactives: at the top dose activity change, negative = inhibition, actives largely listed as inhibitors. 350,000 tested, 0.35% active. AID 2517, 2012;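 further: plate controls were vehicle for no effect and reference inhibitor for full effect; nearly all actives have a fitted effect of over 55% in size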
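Compound pre-exposure to 0.75 nM APE1, 15 min at ambient temperature. Reaction initiated with 50 nM TAMRA/BHQ-2 THF substrate, read immediately in kinetic mode, 525 nm excitation, 598 nm emission.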
BAZ2B inh: qHTS Assay for Inhibitors of BAZ2B; AlphaScreen BAZ2B-H3K14Ac peptide displacement; Potency, µM (series often up to 114 µM), without a hit: at the highest dose activity change, negative = inhibition, actives largely listed as inhibitors; 360,000 tested, 4.4% active; further: on the % scale 0 is the no-effect control and ±100 the full control effect; nearly all actives have a fitted effect of over 60% in size
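BAZ2B 50 nM plus b-H3(5-23)K14Ac 50 nM, PBS pH 7.4/0.01% Tween-20, 30 min RT; compound added (max 110 uM), 30 min RT; streptavidin donor/Ni-chelate acceptor beads 10 ug/mL final, 20 min dark; AlphaScreen read.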
Starred values were filed as active, the others as inactive; ? = inconclusive; / = no result given; [ ] = another dose, or the depositor's remark. The call rests on the fitted dose curve; in most records, active means well fitted curve in the direction sought with a large enough effect; inconclusive means small, poorly fitted or top-dose-only effect, or another doubt; inactive means no such curve, though single readings can be large; an effect the other way counts as inactive or inconclusive. Potency means the concentration at half of the fitted maximal effect. The list is partial (hit frequency here may not be typical).

Keys: A = POLI inh; B = Apoferritin bind; C = Pol beta inh; D = BLM inh; E = Pol eta inh; F = Pol kappa inh; G = G9a inh; H = APE1 inh; I = BAZ2B inh
Cc1nn(C)c(C)c1CN(C)C(=O)c1cc2n(n1)C(C(F)(F)F)CC(c1cccs1)N2 (stereo unspecified)
  A = 8%	B = -13%	C = 31%	D = -2%	E = -12%	F = -12%	G = -6%	H = -3%	I = 11%

NNc1nc2c(F)cc(F)cc2s1
  A = -27%	B = -19%	C = 12%	D = -2%	E = -8%	F = -14%	G = ?	H = 4%	I = 50µM*

CCCC[C@H]1CCCO[C@@](C(=O)NCCN2CCOCC2)(C(F)(F)F)C1
  A = 8%	B = -11%	C = /	D = -11%	E = /	F = 13%	G = /	H = -1%	I = /

Fc1ccc2[nH]c3c(NCc4ccccc4)ncnc3c2c1
  A = 93%[activator]	B = -5%	C = -27%	D = -13%	E = -20%	F = -18%	G = -1%[2.33 µM]	H = 19%	I = -27%

O=C(Cn1cnc2c(nnn2Cc2ccc(F)cc2)c1=O)Nc1ccccc1
  A = 38%[activator]	B = -2%	C = 5%	D = -1%	E = -22%	F = -6%	G = 19%	H = 0%	I = -5%

Cc1nnc(N2CCC(C(=O)NCCc3ccccc3Cl)CC2)c2nn(-c3ccccc3)c(C)c12
  A = -4%	B = ?	C = -27%	D = -19%	E = ?	F = -2%	G = -28%[59 µM]	H = /	I = -23%

Cn1c(=O)c2c(nc(NC(Cc3ccccc3)C(=O)O)n2Cc2ccccc2)n(C)c1=O (stereo unspecified)
  A = -10%	B = -13%	C = 29%	D = -3%	E = -10%	F = -11%	G = 56µM*	H = 2%	I = ?

Cn1c(C(=O)NCc2ccccc2Cl)cc2sc(Cl)cc21
  A = 8%	B = 59%[activator]	C = 9%	D = -9%	E = /	F = 1%	G = 5%[59 µM]	H = /	I = -33%

Cc1ccc(SCC(=O)NC(=O)c2ccccc2Br)c(C)c1
  A = -12%	B = /	C = /	D = /	E = -28%	F = -12%	G = /	H = -2%	I = /

O=C(NNC(=O)c1sc2cccc(Cl)c2c1Cl)NC1CCCCC1
  A = 2%	B = -13%	C = 6%	D = -6%	E = 9%	F = -19%	G = 21%[12.7 µM]	H = 14%	I = 6%[57.1 µM]

Cc1ccc(NC(=O)c2ccc3c(c2)OCCO3)cc1S(=O)(=O)Nc1cccc(Cl)c1
  A = -6%	B = -1%	C = 17%	D = -2%	E = -20%	F = -11%	G = -36%[59 µM]	H = 2%	I = -33%

Cc1ccccc1Cn1c2ccccc2c2cnn(CC(=O)NC3CCC(C)CC3)c(=O)c21 (stereo unspecified)
  A = -11%	B = -1%	C = 20%	D = 0%	E = 4%	F = -7%	G = 2%[59 µM]	H = /	I = 0%

CC(C)c1ccc(OCC(=O)Nc2cccc(C(=O)Nc3ccccc3C(=O)O)c2)cc1
  A = 125%[activator]	B = -18%	C = 9%	D = -11%	E = -12%	F = -5%	G = 21%[59 µM]	H = 8%	I = ?

CCOC(=O)c1c(C)n(C)c2ccc(OCC(O)CNC(CC)CO)cc12 (stereo unspecified)
  A = 6%	B = -16%	C = 12%	D = 2%	E = -20%	F = -6%	G = ?	H = 0%	I = -3%

Cc1cccc2nc(-c3ccccc3)nc(N[C@@H](CO)c3ccccc3)c12
  A = -6%	B = -14%	C = 5%	D = -10%	E = -23%	F = 0%	G = -35%[59 µM]	H = 6%	I = -20%

CN1CCN(C(=O)C2=C[C@H](c3ccc(C(F)(F)F)cc3)C[C@H](OCc3ccc(CO)cc3)O2)CC1
  A = 3%	B = -9%	C = 2%	D = -6%	E = -11%	F = -20%	G = -2%[59 µM]	H = 19%	I = -6%

COc1ccc(OC)c(N(CC(=O)N2CCC(C)CC2)S(=O)(=O)c2ccc(OC)c(OC)c2)c1
  A = 22%	B = -9%	C = -7%	D = -1%	E = 5%	F = 0%	G = 7%[59 µM]	H = 0%	I = 4%

CN(C)C(/C=C/Nc1cccc(Br)c1)=C(C#N)C#N
  A = 25%	B = -4%	C = 18%	D = -4%	E = -18%	F = -3%	G = /	H = -10%	I = 2%

COc1ccc2[nH]c3c(=O)n(N)c(C)nc3c2c1
  A = -1%	B = 6%	C = 2%	D = 5%	E = -22%	F = -13%	G = -7%	H = 1%	I = -1%

CCOC(=O)c1sc(NC(=O)C(C)(C)C)cc1C
  A = 14%	B = -7%	C = 12%	D = 1%	E = -25%	F = 2%	G = 2%[59 µM]	H = -5%	I = 7%

CSc1nnc(-c2ccc(S(=O)(=O)N3CCOCC3)cc2)n1CC1CCCO1 (stereo unspecified)
  A = 3%	B = -8%	C = 0%	D = -2%	E = 2%	F = -12%	G = 13%[2.33 µM]	H = 1%	I = 8%

CC(C)(C)C(=O)NCCCc1ccccc1
  A = 16%	B = -17%	C = ?	D = 1%	E = -16%	F = -8%	G = 46%[12.7 µM]	H = -2%	I = 5%

COc1cc(-c2nnc(SCC(=O)N3CCCC3)o2)cc(OC)c1OC
  A = 14%	B = -11%	C = 5%	D = -5%	E = -16%	F = -25%	G = -17%[59 µM]	H = 1%	I = 31%[activator]

O=C(Nc1ccccc1F)c1ccc2ncsc2c1
  A = 12%	B = 0%	C = 28%	D = -3%	E = -5%	F = 13%	G = 45µM*	H = 40%	I = 7%

Cc1ccccc1N(Cc1nnc2n1CCCCC2)C(=O)Nc1ccccc1
  A = -4%	B = -6%	C = 10%	D = 0%	E = -11%	F = 5%	G = -2%[59 µM]	H = -4%	I = 28%

Cn1c(SCC(=O)N2CCCC2=O)nc2ccccc21
  A = 8%	B = -4%	C = -28%	D = -1%	E = 0%	F = 9%	G = -19%	H = -1%	I = -2%

CCNc1ccc(C(=O)OCC(=O)NC(C)c2ccccc2)cc1[N+](=O)[O-] (stereo unspecified)
  A = 23%	B = -23%	C = 2%	D = -2%	E = -9%	F = -4%	G = -10%[59 µM]	H = -6%	I = 3%

COc1c2c(c(C)c3c1C(=O)OC3)O[C@@]1(C)CC[C@@]3(O)C(C)(C)OC(=O)CC[C@]3(C)[C@H]1C2
  A = ?	B = -12%	C = ?	D = -5%	E = 45µM*	F = -37%	G = -6%[12.7 µM]	H = ?	I = -29%

CSc1nnc(-c2ccco2)c(-c2ccco2)n1
  A = ?	B = -15%	C = 8.9µM*	D = ?	E = 11µM*	F = ?	G = ?	H = ?	I = 20µM*

CCOC(=O)/C=c1\s/c(=C\c2ccc(C#N)cc2)c(=O)n1CC(=O)NCc1ccco1
  A = 34%[activator]	B = -10%	C = -1%	D = -2%	E = -24%	F = -14%	G = 15%	H = -1%	I = -2%

CCCCC(C)/C=C(C)/C=C(\C)C(=O)NC1=CC(O)(/C=C/C=C/C=C/C(=O)NC2=C(O)CCC2=O)C2OC2C1=O (stereo unspecified)
  A = /	B = -24%	C = /	D = ?	E = /	F = 27µM*	G = /	H = ?	I = /

CCOC(=O)/C=C/C(=O)OCC(=O)Nc1c(Cl)cccc1Cl
  A = 12%	B = -16%	C = 36%	D = 0%	E = 2%	F = 6%	G = -7%	H = -1%	I = 2%

Cc1cccn2c(=O)cc(COc3cccc(NC(=O)COc4ccccc4)c3)nc12
  A = -9%	B = 33%[activator]	C = -9%	D = -1%	E = -15%	F = 0%[60.1 µM]	G = -20%[59 µM]	H = /	I = 0%

COc1ccc(N=Nc2c(N)n[nH]c2N)cc1
  A = 76%[activator]	B = 1%	C = 20%	D = -10%	E = -25%	F = -3%	G = /	H = 14%	I = ?

C=CCOC(=O)c1cc(-c2ccc(/C=C3\C(=O)NC(=O)C(C#N)=C3C)o2)ccc1Cl
  A = ?	B = ?	C = 13µM*	D = ?	E = 3.5µM*	F = 28µM*	G = 8.9µM*	H = ?	I = 35µM*

Cc1ccc(S(=O)(=O)c2nc(-c3ccc(F)cc3)oc2SCC(=O)c2ccccc2)cc1
  A = -1%	B = -4%	C = 43%[activator]	D = -6%	E = -11%	F = -4%	G = -37%[59 µM]	H = /	I = -9%

O=C(CC(c1ccccc1)c1ccccc1O)NCc1ccccc1Cl (stereo unspecified)
  A = -19%	B = -7%	C = -1%	D = -4%	E = -23%	F = -1%	G = 17%[59 µM]	H = -4%	I = 3%

COc1ccc(NC(=O)N2CCNC(=O)C2CC(=O)Nc2ccc(F)cc2)cc1 (stereo unspecified)
  A = 10%	B = -8%	C = 3%	D = -1%	E = -7%	F = -12%	G = 21%	H = 13%	I = -6%

O=C(CSc1nnc(NC(=O)C2CCC2)s1)Nc1ccccc1F
  A = 121%[activator]	B = 5%	C = 77%	D = -2%	E = -21%	F = -5%	G = 11%	H = 30%	I = -1%

CC1(C)CC(=O)c2sc(NS(=O)(=O)c3ccc(Cl)cc3)nc2C1
  A = 10%	B = -6%	C = 26%	D = 0%	E = 0%	F = -9%	G = 35µM*	H = 11%	I = ?

CC#CC(=O)N1CCC(CO)(CCc2ccccc2)CC1
  A = 23%	B = -6%	C = 19%	D = -3%	E = -14%	F = -6%	G = 4%	H = 2%	I = 3%

Compounds from the list above containing bromine:
Keys: A = POLI inh; B = Apoferritin bind; C = Pol beta inh; D = BLM inh; E = Pol eta inh; F = Pol kappa inh; G = G9a inh; H = APE1 inh; I = BAZ2B inh
Cc1ccc(SCC(=O)NC(=O)c2ccccc2Br)c(C)c1
  A = -12%	B = /	C = /	D = /	E = -28%	F = -12%	G = /	H = -2%	I = /

CN(C)C(/C=C/Nc1cccc(Br)c1)=C(C#N)C#N
  A = 25%	B = -4%	C = 18%	D = -4%	E = -18%	F = -3%	G = /	H = -10%	I = 2%
